Source: PubChem (Broad Institute)
DENV2 CPE – DENV2-induced cell death inhibition; CPE inhibition, % at 9.99 µM; 1.7% of 350,000 active; DENV2-infected cells, cytopathic effect rescue, plate reader; in the data active = CPE inhibition above about 20%, passing the limit was not always enough; inconclusive = no clear call, values can overlap the other calls; tested in BHK-21 cells;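 also: 0% = median of neutral control wells and 100% = median of positive control wells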
E-selectin induc – E-selectin induction on HUVECs; HUVEC E-selectin immunofluorescence imaging; normalized: neutral wells 0, TNF-alpha wells 100; 0.37% of 260,000 active; AID 686992; P16581; activation, % at 7.58 µM;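 active = mean E-selectin-positive cell signal at least 10% of the positive control, reached in at least 60% of replicates, without over 20% cell loss; inconclusive = no rule given, readout overlaps actives, possibly toxicity-flagged; inactive = the rest, including those meeting only one limit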;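 also: in these data hits start at about 27%; measured in HUVEC primary endothelial cells; signal is the percent of cells scored E-selectin positive by PE staining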
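Test system: HUVEC | Signal: Immunofluorescence imaging | Read-out: Percent E-selectin-positive cells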
RAD54 inh – RAD54 (human) branch migration inhibition. RAD54 Holliday junction branch migration, FAM/BHQ fluorescence. Q92698. AID 602329. inhibition, % at 10.4 µM. 0.14% of 360,000 active;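 active = mean normalized replicate activity at least 40 and at least half of replicates scoring 40 or more; inconclusive = only one of the two criteria met; inactive = mean below 40 and under half of replicates reaching 40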;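 also: 0% = median of neutral control wells and 100% = median of positive control wells; inhibitors cause a drop in the FAM fluorescence signal; in these data hits start at about 50%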
Target sequence (Q92698 whole entry, looked up): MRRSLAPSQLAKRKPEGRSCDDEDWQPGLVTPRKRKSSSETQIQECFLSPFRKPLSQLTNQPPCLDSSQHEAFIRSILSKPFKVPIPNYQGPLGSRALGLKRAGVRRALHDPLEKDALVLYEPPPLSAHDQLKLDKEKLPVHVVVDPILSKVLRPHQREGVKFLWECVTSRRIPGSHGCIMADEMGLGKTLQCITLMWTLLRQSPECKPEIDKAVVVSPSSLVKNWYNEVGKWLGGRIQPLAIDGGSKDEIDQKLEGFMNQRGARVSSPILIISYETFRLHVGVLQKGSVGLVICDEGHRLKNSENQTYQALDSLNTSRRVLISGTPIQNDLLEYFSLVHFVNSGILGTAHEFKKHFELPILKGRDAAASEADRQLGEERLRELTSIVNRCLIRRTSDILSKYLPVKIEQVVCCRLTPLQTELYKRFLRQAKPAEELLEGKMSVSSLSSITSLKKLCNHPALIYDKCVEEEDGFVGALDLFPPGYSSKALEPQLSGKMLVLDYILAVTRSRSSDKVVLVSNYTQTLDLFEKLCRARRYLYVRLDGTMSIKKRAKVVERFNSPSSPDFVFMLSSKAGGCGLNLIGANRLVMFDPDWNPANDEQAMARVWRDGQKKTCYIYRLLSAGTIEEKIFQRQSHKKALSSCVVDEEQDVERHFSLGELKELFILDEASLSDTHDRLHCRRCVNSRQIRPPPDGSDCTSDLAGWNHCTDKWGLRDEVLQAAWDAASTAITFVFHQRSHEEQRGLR
Casp6 inh – blocks human caspase-6 cleavage activity. purified caspase-6, Z-VEID-R110 cleavage fluorescence. inhibition, % at 12.5 µM. 0.53% of 350,000 active. AID 686996;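 active = mean inhibition across replicates at least about 35%, with every replicate also reaching that limit, limit read from the data; inconclusive = only one of the two criteria met; inactive = neither criterion met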;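 also: 0% = median of neutral control wells and 100% = no fluorescence left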
Target sequence (P55212 24-179 limits assumed): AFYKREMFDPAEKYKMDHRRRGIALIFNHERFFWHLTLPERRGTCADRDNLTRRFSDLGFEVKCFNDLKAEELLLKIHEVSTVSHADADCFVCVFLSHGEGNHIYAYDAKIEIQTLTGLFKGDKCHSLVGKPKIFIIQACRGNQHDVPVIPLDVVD
Target sequence (P55212 194-293 limits assumed): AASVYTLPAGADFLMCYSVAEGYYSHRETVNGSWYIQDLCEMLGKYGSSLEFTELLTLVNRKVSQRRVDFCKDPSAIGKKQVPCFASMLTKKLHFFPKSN
Xi reactivation – X-chromosome reactivation activator; XiGFP mouse fibroblasts, % GFP-positive cells imaging, 3 d; cells co-treated with 5-aza-dC sensitizer; scaled so ellipticine positive control = 100%; activation, % at 7.58 µM; 0.055% of 360,000 active;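 active = mean normalized replicate activation at least 10% and every replicate at or above 10%; inconclusive = only one of the two criteria met; inactive = mean below 10% and not all replicates reach 10%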;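 also: 0% = median of on-plate neutral control wells and 100% = ellipticine 6 µM median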
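Material: XiGFP fibroblasts, SV40-immortalized; Buffer or medium: DMEM containing 5-aza-dC; Compound dosing: single point; Times: 3 days compound exposure.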
RAD52 anneal inh – blocks human RAD52 DNA annealing; P43351; recombinant RAD52 DNA annealing, FRET fluorescence; inhibition, % at 18.7 µM; 0.46% of 360,000 active;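 active = every replicate showing at least 50% inhibition; inconclusive = mean inhibition at least 50% but not in every replicate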
CFTR F508del cor – correctors of CFTR F508del function in bronchial epithelial cells; CFBE cells, YFP halide quenching; stimulated with forskolin plus potentiator P3; % fluorescence drop versus neutral controls; activity (quench increase), % at 7.58 µM; 0.36% of 350,000 active;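 active = mean added fluorescence quench of at least 8% versus neutral control, with both replicates also reaching 8%; inconclusive = only one of the mean or replicate conditions met; inactive = mean below 8% and not both replicates reaching 8%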;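 also: cells transiently co-express mutant CFTR-F508del with the halide-sensitive YFP; corrector assay measuring rescue of mutant channel to the surface after 24 h compound exposure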
GSIS activator – GLuc luminescence reporter in INS-1E cells, primary screen for activators of glucose-dependent secretion of insulin; activation, % at 16.6 µM; INS-1E GLuc reporter insulin secretion, 2-3 h; AID 743287; 0.61% of 370,000 active;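 active = lowest replicate activation of at least 40%, so every replicate reaches that level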;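 also: 0% = median of neutral control wells and 100% = median of IBMX positive control wells; some compounds called inactive have numbers as strong as hits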
Starred values were filed as active, the others as inactive; ? = inconclusive; · = not tested or not shown; & = joins results of further samples.

SMILES	DENV2 CPE	E-selectin induc	RAD54 inh	Casp6 inh	Xi reactivation	RAD52 anneal inh	CFTR F508del cor	GSIS activator
COCCn1c(SCC(=O)N2CCN(c3ccccc3)CC2)nc2c(c1=O)SC(C)C2 (stereo not drawn)	8	-0.1	6	-1	0.3	-20	0.1	-8
CCCCCOc1ccc(C2NC(=O)NC2=O)cc1 (stereo not drawn)	-10	-0.2	-3	-2	0.1	-52	-0.3	2
COc1cccc(C(=O)O[C@H]2[C@H](C)NS(=O)(=O)[C@H]3C[C@@H]4C=C[C@]23O4)c1	6	0.1	0	0	-0.2	-8	2.3	0
O=C(CCCOc1ccc(Cl)cc1Cl)NNC(=O)C1CCC1	·	1.7	-5	-1	1.3	-13	1.5	-21
C[C@H](CO)N1C[C@H](C)[C@H](CN(C)CC2CCOCC2)Oc2cc(-c3cccnc3)ccc2S1(=O)=O	6	-0.1	-1	0	0.5	-2	0.7	2
NS(=O)(=O)c1ccc(NC(CNS(=O)(=O)c2ccccc2)c2ccccc2)cc1 (stereo not drawn)	1	·	·	-1	0.0	-5	2.7	-29
O=C(Cc1ccccc1)N[C@@H]1C=C[C@@H](CC(=O)N2CCOCC2)O[C@H]1CO	-6	0.1	4	-1	-0.3	6	1.1	6
CCc1cc2cc3c(cc2nc1SCC(=O)OC(C)C)OCO3	-2	·	·	0	0.2	-10	-6.0	4
CN(C)C(=O)c1cccc(-c2ccc([C@H]3[C@@H](C#N)N(C(=O)C4CC4)[C@@H]3CO)cc2)c1	-1	0.1	4	-4	0.1	10	0.1	15
CC(C)Cn1c(N)c(C(=O)COC(=O)c2cc3ccccc3cc2O)c(=O)n(C)c1=O	19	-0.4	6	1	0.0	-42	3.4	-7
CCOc1ccc2oc(-c3ccccc3)c(C(N)=O)c2c1	8	0.0	-5	-2	-0.1	-8	-1.8	0
COc1ccc(Nc2nnc(-c3ccncc3)s2)cc1Cl	2	-0.1	11	-2	0.1	-8	-1.0	-4
O=C(NC1CCCN(Cc2ccc(Cl)cc2)C1)c1ccnc(Cl)c1 (stereo not drawn)	6	-0.1	7	0	-0.1	-13	-4.1	-18
CC(C)CC#Cc1cnc2c(c1)C(=O)N([C@@H](C)CO)C[C@H](C)[C@H](CN(C)C(=O)Cc1ccncc1)O2	2	-0.3	-14	1	0.3	3	·	9
COCC(=O)Nc1ccc2c(c1)[C@@H]1C[C@@H](CC(=O)NC3CCCC3)O[C@H](CO)[C@@H]1O2	-1	0.2	7	2	0.0	-8	0.9	-5
CO[C@@H]1CN(C)C(=O)c2ccc(NC(=O)Nc3cc(F)ccc3F)cc2OC[C@H](C)N(C(=O)c2cnccn2)C[C@H]1C	3	0.2	2	1	0.0	-5	-0.5	-26
COCCNc1nc(NCc2ccc(C(C)C)cc2)c2sccc2n1	-4	-0.2	-2	-1	0.3	-4	3.7	·
O=C(Nc1cccnc1)NC1CCCCC1	6	·	-1	-1	0.1	4	-2.1	3
Nc1nc(CCl)nc(Nc2ccc3ccccc3c2)n1	15	-0.1	·	1	1.7	-9	1.0	20
Cc1ccc(S(=O)(=O)CC(c2ccccc2)N2CCCCC2)cc1 (stereo not drawn)	·	·	·	-2	0.0	-7	1.0	0
Cc1cccc(C)c1NC(=S)N(c1ccccc1)C(C)C	·	-5.7	-2	-1	0.0	-8	-0.5	8
Cc1ccc2nc(C(C)(C)C)c(Cc3ccccc3C(F)(F)F)n2c1	-4	0.0	3	-4	·	-21	1.9	-7
CCCc1nc(SCC(=O)NNC(=O)c2ccc(OC)cc2)c2ccccc2n1	4	·	·	-3	0.0	-6	-1.4	19
Cc1ccc(S(=O)(=O)NC(=O)Nc2ccc(C)cn2)cc1	-4	1.9	-1	-5	0.0	-6	-0.9	7
COc1cc2cccc(OC)c(=O)c2c(O)c1OC	-3	-0.1	-2	-4	0.3	-15	-1.6	-1

One compound at a time, as listed above. Screens in order: DENV2 CPE	E-selectin induc	RAD54 inh	Casp6 inh	Xi reactivation	RAD52 anneal inh	CFTR F508del cor	GSIS activator
Cc1ccc(S(=O)(=O)CC(c2ccccc2)N2CCCCC2)cc1 (stereo not drawn) in the list: ·	·	·	-2	0.0	-7	1.0	0
Cc1ccc(S(=O)(=O)NC(=O)Nc2ccc(C)cn2)cc1 in the list: -4	1.9	-1	-5	0.0	-6	-0.9	7

Carrying on:
SMILES	DENV2 CPE	E-selectin induc	RAD54 inh	Casp6 inh	Xi reactivation	RAD52 anneal inh	CFTR F508del cor	GSIS activator
C[C@H](CO)N1C[C@H](C)[C@@H](CN(C)C(=O)Nc2ccc3c(c2)OCO3)Oc2ccc(NC(=O)Cc3cn(C)c4ccccc34)cc2CC1=O	-14	5.4	-2	-5	-0.9	14	-0.1	-17
CC(=O)Nc1ccc(S(=O)(=O)NCC2CCC(C(=O)NCc3ccccc3)CC2)cc1 (stereo not drawn)	5	·	·	3	0.0	-4	-5.4	11
CCCn1ncc(C(=O)N(C)C2CCCN(Cc3ccccc3F)C2)c1C (stereo not drawn)	-4	-0.2	9	-4	0.1	-6	0.2	18
CCOc1ccc(NC(=O)CC2C(=O)N(c3ccc(OC)cc3)C(=O)N2CCc2ccc(OC)c(OC)c2)cc1 (stereo not drawn)	·	·	0	3	0.0	-14	-2.2	-11
CNc1ccc(C(=O)OCC(=O)NC(=O)NC2CCCC2)cc1[N+](=O)[O-]	1	-0.4	8	-3	0.1	-29	-2.2	3
O=C(c1cc(-c2ccccc2)nn1-c1ccccc1)N1CCN(S(=O)(=O)c2ccc(F)cc2)CC1	-10	-0.2	·	-1	0.2	-7	-2.4	24
COc1ccccc1CNc1ncc(-c2ccc(F)cc2)n1C	8	·	3	0	0.0	-15	3.0	16
CN1C(=O)c2cc(NC(=O)C3CC3)ccc2OC[C@H]2O[C@H](CC(=O)NCc3cccc(F)c3)CC[C@H]21	-14	0.0	3	·	0.0	·	1.4	-2
C[C@@H](O)C#Cc1ccc([C@H]2[C@@H](CO)N3CCCCN(C(=O)c4cccc(F)c4)C[C@H]23)cc1	-8	0.3	0	0	0.1	-16	2.0	9
CN(CC(=O)Nc1ccccc1Br)C(=O)CCc1ccccc1	0	0.0	-2	-2	0.0	11	-1.4	7
Cc1ccc(S(=O)(=O)Nc2ccc3c(c2)C(=O)N([C@H](C)CO)C[C@@H](C)[C@@H](CN(C)Cc2ccccc2)OCCCC[C@H](C)O3)cc1	-11	·	-3	·	1.4	·	2.9	-23
O=C(C1CC(c2ccc(F)cc2)=NO1)N1CCN(c2ccccc2)CC1 (stereo not drawn)	8	-1.4	10	1	0.0	-3	-2.1	-16
C[C@@H]1CN([C@H](C)CO)C(=O)c2cccc(NS(=O)(=O)c3ccc(Cl)cc3)c2O[C@@H]1CN(C)S(=O)(=O)c1ccc(F)cc1	-10	-0.1	-14	·	-0.2	·	1.7	6
CCC(=O)Nc1ccc2c(c1)C(=O)N(C)C[C@H](OC)[C@H](C)CN(Cc1ccccc1C(=O)O)[C@H](C)CO2	-2	0.1	4	4	0.3	3	-3.6	2
CCOCCn1ccc2c(OCC(=O)Nc3ccc(OC)c(OC)c3)cccc2c1=O	-5	3.7	-5	-2	0.0	-3	1.3	-2
CCc1nc2ccccc2n1CC(O)COCC1CC=CCC1 (stereo not drawn)	-2	12	·	1	0.1	-12	1.6	-3
COCC#Cc1ccc([C@H]2[C@@H](CO)N3CCCCN(C(=O)CN(C)C)C[C@@H]23)cc1	10	0.1	1	-1	0.2	-3	-0.3	2
COc1cccc(S(=O)(=O)N2C[C@H](O)COC[C@H]3O[C@H](CC(=O)NCCCN4CCOCC4)CC[C@@H]32)c1	1	0.4	5	-15	0.2	12	-2.0	14
COC(=O)c1ccn(CSc2c(F)c(F)cc(F)c2F)n1	15	·	-1	2	-0.1	2	-1.5	5
CCCCNc1cc(Cl)nc(N)n1	-8	0.1	-5	1	0.2	-26	0.3	58*
CCc1ccc(N2CC(C(=O)N/N=C/c3ccccc3OC)CC2=O)cc1 (stereo not drawn)	?	·	-5	·	0.1	-2	-2.1	-28
CCCCCCCC(=O)Nc1cc(C(=O)NCCC)ccc1N1CCC2(CC1)CC(c1cccc(Br)c1)=NO2	4	0.0	2	0	0.2	-12	1.4	-18
CCNC(=O)Nc1ccc2c(c1)C(=O)N(C)[C@H]1CC[C@H](CC(=O)NCCOC)O[C@@H]1CO2	-2	0.0	-1	-1	0.3	2	-0.6	9
O=C(NCc1ccccc1)c1onc(CSc2nc3ccccc3[nH]2)c1C(=O)NCc1ccccc1	-14	0.4	-4	-2	0.0	-36	2.3	-5
COc1cccc(NC(=O)N(C)C[C@H]2Oc3cc(Br)ccc3S(=O)(=O)N([C@H](C)CO)C[C@H]2C)c1	-3&-2	-0.4&0.1	14&3	0&2	0.1&0.0	-8&0	-2.4&0.3	-29&-6
Additional entries.
SMILES	DENV2 CPE	E-selectin induc	RAD54 inh	Casp6 inh	Xi reactivation	RAD52 anneal inh	CFTR F508del cor	GSIS activator
Cc1csc(=O)n1CCC(=O)OCC(=O)Nc1ccc(S(N)(=O)=O)cc1	11	-0.6	3	3	-0.1	-13	0.9	-6
Cc1cccc(S(=O)(=O)N2C[C@@H](O)COC[C@H]3O[C@H](CC(=O)NCCCN4CCOCC4)CC[C@@H]32)c1	0	0.0	7	-25	0.0	20	6.0	5
COc1ccc(NC(=O)Nc2cccc3c2O[C@H](CN(C)S(=O)(=O)c2ccc(OC)cc2)[C@@H](C)CN([C@H](C)CO)C3=O)cc1	-9&-5	-0.3&-0.4	3&-9	-2&6	0.1&0.0	12&-4	0.8&1.1	-4&-15
CC(C)(C)[C@@H]1COC(=O)[C@@H](Cc2ccc(F)cc2)CC/C=C\C[C@@H](CC(=O)N(CCO)Cc2ccccc2)C(=O)N1	-4	0.2	-15	-5	-0.3	-13	-2.1	-33
COc1ccc2c3c([nH]c2c1)[C@H](CO)N(Cc1nccs1)CC31CCN(C(=O)C2CCC2)CC1	-3	-0.2	·	-2	0.2	-27	2.7	-4
CC(=O)Nc1ccc(C(=O)N2CCCCC2c2cc(C(=O)NCc3ccc(F)cc3)no2)cc1 (stereo not drawn)	?	-0.2	-9	3	0.0	-7	-0.2	-13
Cc1ccc(OCC(=O)NNc2c3ccccc3nc3ccccc23)cc1	0	·	·	-2	0.0	10	·	-14
COC(=O)c1sccc1NN1C(=O)c2ccccc2C1=O	2	·	·	-3	0.2	-5	0.5	6
COc1cc(/C=N/N2CCN(c3ccccc3)CC2)ccc1OC(C)=O	5	-0.2	3	-4	0.0	-9	0.9	-1
Cc1ccc(-c2ccc(/C=N/O)o2)cc1[N+](=O)[O-]	·	3.6	·	0	0.0	-4	1.2	14
CCOC(=O)CS(=O)(=O)c1ccc(O)cc1	0	·	·	1	0.1	-11	-0.2	-5
C[N+](C)(C)CCOC(=O)CCC(=O)OCC[N+](C)(C)C	-8&-8	-2.4&0.7	7	-5&-9	0.0&0.1	-3&-7	0.5&-0.1	16
C[C@H](CO)N1C[C@H](C)[C@H](CN(C)Cc2ccc(C(=O)Nc3ccccc3N)cc2)Oc2c(NC(=O)Nc3cccc4ccccc34)cccc2C1=O	2	0.5	·	0	-0.6	-14	-0.3	7
CCCNC(=O)C[C@H]1CC[C@H]2[C@@H](COC[C@H](O)CN2C(=O)Nc2ccc3c(c2)OCO3)O1	-14	0.1	3	3	0.2	-2	-1.6	-7
O=C(C[C@H]1CC[C@@H](NC(=O)Nc2ccccc2F)[C@@H](CO)O1)NCc1ccccc1	7	-0.2	9	0	-0.3	3	-0.7	-6
Cc1cc(C(=O)OCC(=O)NC2CC2)c2ccccc2n1	-11	-2.7	-5	1	-0.1	-13	2.1	-6
